Screening results (PubChem BioAssay)
NR5A2 inv ag: NR5A2 inverse agonism in reporter assay | O00482 | AID 602396 | 360,000 tested, 0.13% active | HEK293T StAR-luciferase reporter, LRH-1 transfected, 24 h | inhibition, % at 3.6 µM;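 active means inhibition above the mean inhibition of all tested compounds plus 3 SD, cut at about 73% in these data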;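 further: 0% = DMSO wells and 100% = reporter-only cells lacking LRH-1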
NCOA3 inh: inhibits human SRC3 coactivator; Q9Y6Q9; HEK293 GAL4-SRC3 luciferase reporter, luminescence; inhibition, % at 3.6 µM; 360,000 tested, 0.17% active;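 active means inhibition above a per-campaign cutoff, the mean of all compounds plus 3 SD, cut at about 60% in these data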;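 further: 0% = DMSO-treated cells and 100% = gossypol-treated cells at 36 µM; higher means less SRC3-driven luciferase light from the GAL4 reporter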
NCOA2 inhibitor: inhibits human steroid receptor coactivator 2 | AID 651957 | inhibition, % at 9 µM | HEK293 GAL4-SRC2 luciferase reporter, luminescence | Q15596 | 370,000 tested, 0.17% active;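 active means inhibition above the mean inhibition of all tested compounds plus 3 SD, set per campaign, cut at about 52% in these data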;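 further: 0% = DMSO treated cells and 100% = cells given Gossypol at 36 µM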
TLR9-MyD88 block: inhibitors of human TLR9-MyD88 binding; Q9NR96+Q99836; CHO BLA complementation TLR9-MyD88, CCF4 FRET ratio; inhibition, % at 4.98 µM; 340,000 tested, 0.21% active; AID 504734;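 active means inhibition above the mean over all tested compounds plus 3 SD, cut at about 21% in these data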;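 further: 0% = DMSO only wells and 100% = clavulanate BLA inhibitor control wells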
TROY signal inh: inhibitors of TROY-dependent NF-kB signaling; Q293 LMP1-TROYcd NF-kB luciferase reporter, 4 h; inhibition, % at 10 µM; 360,000 tested, 0.98% active;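 active means compounds whose plate-normalised and pattern-corrected inhibition of the luciferase reporter signal at the single screening dose is 50% or more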
NCOA1 inh: inhibitors of human steroid receptor coactivator 1 (SRC1); HEK293 GAL4-SRC1 luciferase reporter, luminescence; 360,000 tested, 0.12% active; Q15788; inhibition, % at 3.6 µM;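 active means inhibition above the campaign mean plus 3 SD, with each screening campaign given its own cutoff, cut at about 60% in these data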;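 further: 0% = DMSO treated cells and 100% = gossypol at 36 µM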
Target sequence (Q15788 whole entry, looked up, the tested form may be a part): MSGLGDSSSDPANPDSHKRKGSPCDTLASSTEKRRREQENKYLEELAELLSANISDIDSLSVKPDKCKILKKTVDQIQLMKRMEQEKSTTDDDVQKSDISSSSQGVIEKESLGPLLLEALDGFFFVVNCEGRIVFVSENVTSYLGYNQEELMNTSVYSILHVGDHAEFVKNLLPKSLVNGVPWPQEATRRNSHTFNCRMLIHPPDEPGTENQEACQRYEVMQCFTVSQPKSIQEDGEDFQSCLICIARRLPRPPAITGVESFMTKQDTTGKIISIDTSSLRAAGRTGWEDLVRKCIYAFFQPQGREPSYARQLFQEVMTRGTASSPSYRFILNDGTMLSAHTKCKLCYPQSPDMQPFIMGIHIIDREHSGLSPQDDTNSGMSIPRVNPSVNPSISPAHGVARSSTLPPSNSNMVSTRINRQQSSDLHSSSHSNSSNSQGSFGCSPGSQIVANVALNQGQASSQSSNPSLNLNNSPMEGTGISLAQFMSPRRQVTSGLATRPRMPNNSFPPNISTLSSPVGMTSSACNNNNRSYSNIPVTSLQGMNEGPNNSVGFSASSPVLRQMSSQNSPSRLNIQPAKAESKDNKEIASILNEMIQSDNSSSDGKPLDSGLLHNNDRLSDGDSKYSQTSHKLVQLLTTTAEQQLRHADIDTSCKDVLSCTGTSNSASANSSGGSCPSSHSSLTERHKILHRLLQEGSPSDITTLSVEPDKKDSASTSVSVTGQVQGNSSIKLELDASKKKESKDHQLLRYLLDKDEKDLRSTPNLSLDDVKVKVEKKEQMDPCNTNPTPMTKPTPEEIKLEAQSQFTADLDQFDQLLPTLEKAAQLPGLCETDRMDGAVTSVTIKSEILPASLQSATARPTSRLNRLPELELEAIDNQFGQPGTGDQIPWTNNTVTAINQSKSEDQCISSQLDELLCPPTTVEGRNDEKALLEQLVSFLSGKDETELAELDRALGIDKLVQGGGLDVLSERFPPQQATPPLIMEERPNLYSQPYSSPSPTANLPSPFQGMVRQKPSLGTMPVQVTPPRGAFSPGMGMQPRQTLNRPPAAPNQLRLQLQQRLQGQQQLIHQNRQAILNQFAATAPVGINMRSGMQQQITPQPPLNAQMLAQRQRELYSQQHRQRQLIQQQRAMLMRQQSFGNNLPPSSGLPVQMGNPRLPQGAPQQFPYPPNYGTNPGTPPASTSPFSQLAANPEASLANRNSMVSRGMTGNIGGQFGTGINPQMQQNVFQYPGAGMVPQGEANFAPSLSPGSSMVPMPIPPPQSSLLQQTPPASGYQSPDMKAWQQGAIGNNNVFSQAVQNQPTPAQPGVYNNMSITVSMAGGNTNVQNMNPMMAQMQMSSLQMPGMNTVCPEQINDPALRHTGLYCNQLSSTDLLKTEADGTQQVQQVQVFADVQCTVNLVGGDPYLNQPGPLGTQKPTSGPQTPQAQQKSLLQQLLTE
Granule exo inh: lytic granule exocytosis inhibition | 360,000 tested, 0.66% active | inhibition, % at 10 µM | TALL-104 LAMP-1 surface exposure, flow cytometry; cells stimulated with thapsigargin and PMA;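 active means inhibition above about 55%, limit read from the data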
COUP-TFII inh: NR2F2 (human) inhibition, primary screen; HEK293T NGFI-A luciferase reporter, luminescence; inhibition, % at 8.6 µM; 370,000 tested, 0.7% active; AID 686940;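 active means inhibition above a per-plate cutoff, mean inhibition of test wells between control levels plus 3 SD, cut at about 38% in these data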;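 further: cells cotransfected with COUP-TFII expression vector driving the NGFI-A reporter; 0% = median of COUP-TF2 test wells and 100% = reporter-only cells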
TWEAK Fn14 block: blocks TWEAK-Fn14 interaction in a reporter cell assay; TWEAK-stimulated Fn14 reporter cells, luciferase luminescence, 8 h; 360,000 tested, 2% active; inhibition, % at 10 µM; in the data active means inhibition above about 50%
NOD2-RIPK2 inh: blocks binding of human NOD2 to RIPK2. 360,000 tested, 0.38% active. AID 624267. inhibition, % at 4.98 µM. CHO BLA complementation NOD2-RIPK2, CCF4 ratio. O43353; in the data active means inhibition above about 21%;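 further: 0% = vehicle only and 100% = reference blocker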
ABHD5-PLIN5 inh: ABHD5-PLIN5 protein interaction inhibition | Split G. princeps luciferase complementation, luminescence, 4 h | 360,000 tested, 0.78% active | inhibition, % at 4 µM | Q00G26+Q8WTS1;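 active means inhibition above the mean inhibition across every tested compound plus 3 SD, cut at about 22% in these data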;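 further: 0% = DMSO only wells and the 100% control is not disclosed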
* hit, by the source's call; . = not tested or not shown.

Start of the listing, in advance, three compounds:
SMILES	NR5A2 inv ag	NCOA3 inh	NCOA2 inhibitor	TLR9-MyD88 block	TROY signal inh	NCOA1 inh	Granule exo inh	COUP-TFII inh	TWEAK Fn14 block	NOD2-RIPK2 inh	ABHD5-PLIN5 inh
Cn1c(SCc2cccc([N+](=O)[O-])c2)nc2c(c1=O)SCC2	5	21	23	3	35	21	36	12	14	-1	5
O=Cc1cn(Cc2ccccc2)nc1-c1cccnc1	-15	7	-12	-1	5	-9	-2	1	6	-6	-1
CC(Sc1ncccn1)C(=O)N1CCc2ccccc21 (stereo not given)	-20	0	-2	-2	-10	20	-1	3	-2	7	16

The listing, from the first entry:
SMILES	NR5A2 inv ag	NCOA3 inh	NCOA2 inhibitor	TLR9-MyD88 block	TROY signal inh	NCOA1 inh	Granule exo inh	COUP-TFII inh	TWEAK Fn14 block	NOD2-RIPK2 inh	ABHD5-PLIN5 inh
Cn1c(SCc2cccc([N+](=O)[O-])c2)nc2c(c1=O)SCC2	5	21	23	3	35	21	36	12	14	-1	5
O=Cc1cn(Cc2ccccc2)nc1-c1cccnc1	-15	7	-12	-1	5	-9	-2	1	6	-6	-1
CC(Sc1ncccn1)C(=O)N1CCc2ccccc21 (stereo not given)	-20	0	-2	-2	-10	20	-1	3	-2	7	16
COCC1CCN(C(=O)C2CCC(=O)N(CC3CCCCC3)C2)CC1 (stereo not given)	-4	12	-28	-19	-1	1	2	11	-14	-89	-2
NNC(=O)c1cccc(COc2ccccc2Br)c1	-196	-75	-40	3	-58	-143	1	-50	-16	3	-3
O=S(=O)(NCC(c1ccco1)N1CCN(c2ccc(F)cc2)CC1)c1ccc(F)cc1 (stereo not given)	-24	9	-12	-4	17	-9	1	-5	6	-7	-6
Cc1onc(-c2ccccc2)c1C(=O)Nc1nc2c(s1)CCCC2	-22	-16	-10	4	32	-16	-4	-11	5	3	-1
O=C(CC(=O)NC1CCCCC1)N/N=C/c1ccccc1Cl	-9	-2	-31	-3	-30	-27	0	5	10	4	1
COc1ccccc1N1CCN(c2ccc(N3C(=O)CCC3=O)cc2[N+](=O)[O-])CC1	6	2	7	-4	0	-1	-3	3	1	5	1
CCOC(=O)c1cc(C(C)=O)n2ccccc12	22	-2	-6	2	4	14	2	-21	13	-2	2
COCCn1c(C)cc(C(=O)COC(=O)c2ccc(Cl)c(S(N)(=O)=O)c2)c1C	-38	-9	-55	2	10	-35	10	9	72*	4	9
Cc1ccc(C(=O)CN(Cc2ccccc2)C2=NCCS2)cc1	21	13	14	-5	-6	7	2	15	-5	-8	-1
CCOC(=O)C1CCN(C2CC(=O)N(c3ccc(OCC)cc3)C2=O)CC1 (stereo not given)	-1	-5	-10	2	-5	-22	-2	1	-7	1	-3
CCC(C)[C@H](NC(=O)N1CCn2c1nc1ccccc12)C(=O)NCc1ccc(OC)cc1 (stereo not given in full)	-32	2	39	-1	5	-5	21	6	15	-3	-6
O=C(Cn1ccc([N+](=O)[O-])n1)NCC1CCCO1 (stereo not given)	11	6	-41	5	7	-13	0	15	-14	-3	-7
COc1cc(OC)c(NC(=O)N2CCOCC2)cc1Cl	17	6	-9	14	1	5	1	-16	-13	0	-2
CCCCNC(=O)/C(C#N)=c1\s/c(=C\c2ccccc2OC(F)F)c(=O)n1CCCOC	-1	11	2	-2	17	-2	-1	4	-48	-7	6
O=C1c2ccccc2C(=O)N1CCOCCN1C(=O)c2ccccc2C1=O	8	-11	10	-6	5	7	0	4	-8	-1	-3
Cc1cc(C)nc(CCNC(=O)CC2C(=O)NCCN2Cc2ccccc2)n1 (stereo not given)	9	-8	8	-7	-7	-26	-6	-17	3	8	-5
O=C(CSc1ccccc1)NCC1(N2CCCCC2)CCCCC1	8	-16	4	-3	-25	14	1	-9	-6	-8	1

Profiles from above. Order of values: NR5A2 inv ag | NCOA3 inh | NCOA2 inhibitor | TLR9-MyD88 block | TROY signal inh | NCOA1 inh | Granule exo inh | COUP-TFII inh | TWEAK Fn14 block | NOD2-RIPK2 inh | ABHD5-PLIN5 inh
Record of `COc1cc(OC)c(NC(=O)N2CCOCC2)cc1Cl` : 17 | 6 | -9 | 14 | 1 | 5 | 1 | -16 | -13 | 0 | -2
Record of `CCC(C)[C@H](NC(=O)N1CCn2c1nc1ccccc12)C(=O)NCc1ccc(OC)cc1` (stereo not given in full) : -32 | 2 | 39 | -1 | 5 | -5 | 21 | 6 | 15 | -3 | -6
Record of `O=C(Cn1ccc([N+](=O)[O-])n1)NCC1CCCO1` (stereo not given) : 11 | 6 | -41 | 5 | 7 | -13 | 0 | 15 | -14 | -3 | -7
Record of `Cc1ccc(C(=O)CN(Cc2ccccc2)C2=NCCS2)cc1` : 21 | 13 | 14 | -5 | -6 | 7 | 2 | 15 | -5 | -8 | -1

Continuation:
SMILES	NR5A2 inv ag	NCOA3 inh	NCOA2 inhibitor	TLR9-MyD88 block	TROY signal inh	NCOA1 inh	Granule exo inh	COUP-TFII inh	TWEAK Fn14 block	NOD2-RIPK2 inh	ABHD5-PLIN5 inh
COc1ccc(/C=N/Nc2ccccc2C(=O)O)cc1Cn1cc([N+](=O)[O-])cn1	-50	-20	-62	0	-19	-39	-5	-25	-4	2	2
O=C(Nc1ccc(OCC(=O)N2CCC(Cc3ccccc3)CC2)cc1)c1ccco1	-16	-27	21	5	9	7	2	-10	1	2	1
CCOC(=O)C1=NNC(C(=O)c2ccccc2)C1c1ccc(OC)cc1 (stereo not given)	16	14	-11	2	-13	-8	-2	1	11	-10	-8
CCOC(=O)c1cc(C(=O)c2cc(F)ccc2O)coc1=N	-14	4	-9	7	3	-5	0	-10	-7	-1	-8
Cc1ccc(C)c(NC(=O)CCN2CCN(c3ccccc3F)CC2)c1	0	-6	-32	-3	-6	-4	-11	13	-1	1	-1
O=C(NCc1ccco1)c1cccc2ccccc12	2	1	5	-5	-11	-33	-7	9	-1	3	2
CCn1nc(C)c(C2C(C#N)=C(N)OC3=C2C(=O)CC(C)(C)C3)c1C (stereo not given)	-3	16	6	-3	3	-4	11	-14	14	-4	0
CC(C)(C)OC(=O)N1CCC(C(=O)N[C@@H](Cc2ccccc2)C(=O)O)(c2ccccc2)CC1	15	4	-9	-4	-19	-1	0	-7	-11	-6	-1
CCCCn1nnnc1C(c1ccccc1)N1CCN(C(=O)c2ccco2)CC1 (stereo not given)	12	.	7	.	-5	.	-2	16	-1	2	-2
Cc1nn(CC(=O)NCCCN2CCCC2)c(=O)c2nn(-c3ccccc3)c(C)c12	6	4	-24	1	16	2	-4	-7	1	4	-3
CN(CCCNC(=O)Cn1c(=O)c2cccn2c2ccccc21)Cc1ccccc1	4	-15	-13	-4	-36	1	11	0	27	-4	8
CC(C)CN1C(=O)C(=O)N(CC(=O)c2ccc[nH]2)C1=O	3	23	-5	1	0	-5	-4	5	11	-12	5
CC1CCCCC1NC(=O)CSc1nnc(CC(=O)Nc2ccccc2F)n1C (stereo not given)	0	-1	2	-2	1	-6	-5	11	19	-6	-7
O=C(NCCc1nc2ccccc2[nH]1)c1ccc(Cl)c([N+](=O)[O-])c1	14	-1	10	4	2	-15	0	1	9	-5	3
O=C(CCCCCCCCC(=O)N/N=C/c1ccco1)N/N=C/c1ccco1	-3	18	6	1	5	14	14	12	-3	-15	9
Nc1ccc(-n2cnc3cc([N+](=O)[O-])ccc32)cc1	-41	-38	-36	7	-2	-30	-2	-16	-20	-12	5
COC1=C(Nc2ccccc2OC)C(=O)c2ccccc2C1=O	26	5	-27	.	-9	-10	-1	-9	9	4	-14
N#CC1(NC(=O)COC(=O)c2nc(Cl)ccc2Cl)CCCCC1	0	12	3	-2	-7	-4	-2	-15	-1	4	-5
C=CCn1c(-c2ccc([N+](=O)[O-])cc2)n[nH]c1=S	-5	-1	-10	-4	11	-20	-1	4	7	-2	6
O=C(CN1C(=O)CSc2ccccc21)Nc1ccccc1C(=O)N1CCOCC1	-4	-9	-15	-8	-4	-2	-1	2	17	-4	-5
CC1CC1C(=O)OCC(=O)Nc1ccccc1Oc1ccccc1 (stereo not given)	10	2	-6	-12	-4	-13	-4	8	2	-7	-2
Cc1c(NC(=O)CNCc2ccc3c(c2)OCO3)c(=O)n(-c2ccccc2)n1C	-5	-16	17	4	-11	1	-8	12	-6	0	-8
CCN1CCN(S(=O)(=O)c2ccc(Cl)c(C(=O)Nc3nnc(C)s3)c2)CC1	-10	-10	-19	-8	-13	-14	26	-7	2	1	5
Cc1nc(N)c(Cc2ccc(Cl)cc2Cl)c(N)n1	1	12	15	.	9	1	1	25	16	-6	0
Cc1cc(C)n(Cc2ccc(C(=O)O)cc2)n1	10	3	5	9	-8	-1	-4	-3	6	2	-1
O=c1[nH]ncn1-c1cccc(C(F)(F)F)c1	1	18	-15	-7	4	12	-3	3	-4	-10	-1
CC1(C(=O)Nc2ccc(Cl)c(Cl)c2)CCN1CCc1ccccc1 (stereo not given)	6	-6	-2	.	11	-18	20	-4	2	6	-9
CSc1nncc(=O)[nH]1	11	7	7	-2	-9	-6	3	0	2	-10	-6
NCCCNC(=O)c1cc2ccccc2[nH]1	-1	13	-3	-4	9	1	-1	8	11	-10	-2
CC(=O)Nc1ccc(NC(=O)C(C)OC(=O)c2ccc(OCc3c(C)noc3C)cc2)cc1 (stereo not given)	8	9	-13	5	-9	-8	4	5	-25	5	0

Individual results from the results shown:
Granule exo inh result of `CC(=O)Nc1ccc(NC(=O)C(C)OC(=O)c2ccc(OCc3c(C)noc3C)cc2)cc1` (stereo not given) = 4
NCOA1 inh result of `CCN1CCN(S(=O)(=O)c2ccc(Cl)c(C(=O)Nc3nnc(C)s3)c2)CC1` = -14
NCOA1 inh result of `Cc1nc(N)c(Cc2ccc(Cl)cc2Cl)c(N)n1` = 1
TLR9-MyD88 block result of `Cc1cc(C)n(Cc2ccc(C(=O)O)cc2)n1` = 9
ABHD5-PLIN5 inh result of `NCCCNC(=O)c1cc2ccccc2[nH]1` = -2
ABHD5-PLIN5 inh result of `CC1(C(=O)Nc2ccc(Cl)c(Cl)c2)CCN1CCc1ccccc1` (stereo not given) = -9
Granule exo inh result of `O=c1[nH]ncn1-c1cccc(C(F)(F)F)c1` = -3

Continued:
SMILES	NR5A2 inv ag	NCOA3 inh	NCOA2 inhibitor	TLR9-MyD88 block	TROY signal inh	NCOA1 inh	Granule exo inh	COUP-TFII inh	TWEAK Fn14 block	NOD2-RIPK2 inh	ABHD5-PLIN5 inh
CCOC(=O)c1[nH]c2ccc(Br)cc2c1NC(=O)CCN1CCC(C)CC1	-9	-11	-9	2	-4	-13	1	-11	26	-11	4
Cc1c(C(=O)NCc2ccccc2C(F)(F)F)sc(=O)n1Cc1cccc(C(F)(F)F)c1	19	16	25	.	8	-9	0	-7	30	-8	-6
CC(=O)c1cc(C#N)c(SCC(=O)C(C)(C)C)nc1C	-110	-89	-43	-2	-47	-128	7	-58	-3	-10	-8
COC(=O)c1ccc(C(c2c(C)[nH][nH]c2=O)c2c(C)[nH][nH]c2=O)cc1	-15	3	-21	-4	8	3	4	10	12	9	-10

Not all compounds are listed; count on the stated rates, not on these rows.
